Compound activity from PubChem.
RPL19A TOR yeast – modulators of TOR pathway RPL19A-GFP in S. cerevisiae; AID 2025; S. cerevisiae RPL19A-GFP strain, flow cytometry, 3 h; stronger effect = lower value; 330,000 compounds, 0.3% hits; percent response vs DMSO, % at 10 µM;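 active = percent response vs DMSO below 50%; inconclusive = fewer than 70 events counted for the yeast strain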;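 also: median channel GFP fluorescence of the barcoded RPL19A-GFP strain; ratio of sample median GFP to plate DMSO average so 100% = DMSO; lower means less RPL19A-GFP as with rapamycin TOR inhibition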
proCasp7 act – activates human procaspase-7, counter-screen for procaspase-3 activators; P55210; AID 463210; 330,000 compounds, 0.093% hits; activation, % at 8.5 µM; recombinant procaspase-7, Ac-DEVD-pNA absorbance 405 nm; D23A/D198A/D206A triple mutant, cannot self-cleave; scale: DMSO 0, 5 µM enzyme 100;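 active = percent activation above the screen-wide mean plus 3 SD, cut at about 25% in these data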
Target sequence (P55210 whole entry D23A/D198A/D206A): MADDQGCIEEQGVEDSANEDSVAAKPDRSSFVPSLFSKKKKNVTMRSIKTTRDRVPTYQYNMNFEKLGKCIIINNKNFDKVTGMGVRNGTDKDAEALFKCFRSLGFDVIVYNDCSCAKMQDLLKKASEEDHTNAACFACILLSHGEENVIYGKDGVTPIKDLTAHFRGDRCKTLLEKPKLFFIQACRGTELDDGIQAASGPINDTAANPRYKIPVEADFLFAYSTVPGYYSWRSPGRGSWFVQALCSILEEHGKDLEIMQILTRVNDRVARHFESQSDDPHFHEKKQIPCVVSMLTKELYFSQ
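Assay system: Uncleavable procaspase-7 mutant enzyme | Input: 2 µM procaspase-7 mutant as dispensed | Timing: 1 h compound preincubation, 2 h substrate cleavage, 25 °C | Repeats: One well per compound | Control set: DMSO wells as 0%, DMSO with 5 µM added PC-7 as 100% | Technique: Epi-absorbance of released pNA at 405 nm, two timepoints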
MEP2 TOR yeast – modulators of TOR pathway MEP2-GFP in S. cerevisiae. S. cerevisiae MEP2-GFP strain, flow cytometry GFP, 3 h; 100% = DMSO control level. GFP response vs DMSO, % at 10 µM. 330,000 compounds, 0.51% hits. AID 2016;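 active = GFP response versus DMSO above a set limit, roughly screen mean plus 3 SD, cut at about 180% in these data; inconclusive = fewer than 70 cells counted for a yeast strain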;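 also: median GFP fluorescence of the barcode-gated MEP2-GFP cells per well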
CIT2 TOR yeast – yeast TOR pathway CIT2-GFP modulation; GFP response vs DMSO, % at 10 µM; 320,000 compounds, 0.065% hits; S. cerevisiae CIT2-GFP strain, flow cytometry, 3 h; 100 means same as DMSO wells; AID 2029;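 active = GFP response relative to DMSO above a set limit, near the screen mean plus 3 SD, cut at about 150% in these data; inconclusive = Fewer than 70 cells measured for a yeast strain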;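 also: ratio of well median GFP fluorescence to mean of DMSO wells on the plate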
AGP1-GFP MLPCN – alters AGP1-GFP fluorescence in TOR pathway yeast screen; S. cerevisiae AGP1-GFP multiplex flow cytometry, 3 h; GFP as percent of DMSO wells; GFP response vs DMSO, % at 10 µM; 320,000 compounds, 0.02% hits;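 active = GFP response relative to DMSO above a set limit, near screen average plus 3 SD, cut at about 150% in these data; inconclusive = fewer than 70 cells counted for the yeast strain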;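 also: median GFP channel fluorescence of the gated AGP1 strain per well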
AHR activator – human AHR activation. activation, % at 5 µM. 320,000 compounds, 2.5% hits. AHR-responsive luciferase reporter cells, luminescence; in the data active = activation above about 47%;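 also: 0% = vehicle wells and 100% = reference agonist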
Target sequence (P35869 whole entry, looked up): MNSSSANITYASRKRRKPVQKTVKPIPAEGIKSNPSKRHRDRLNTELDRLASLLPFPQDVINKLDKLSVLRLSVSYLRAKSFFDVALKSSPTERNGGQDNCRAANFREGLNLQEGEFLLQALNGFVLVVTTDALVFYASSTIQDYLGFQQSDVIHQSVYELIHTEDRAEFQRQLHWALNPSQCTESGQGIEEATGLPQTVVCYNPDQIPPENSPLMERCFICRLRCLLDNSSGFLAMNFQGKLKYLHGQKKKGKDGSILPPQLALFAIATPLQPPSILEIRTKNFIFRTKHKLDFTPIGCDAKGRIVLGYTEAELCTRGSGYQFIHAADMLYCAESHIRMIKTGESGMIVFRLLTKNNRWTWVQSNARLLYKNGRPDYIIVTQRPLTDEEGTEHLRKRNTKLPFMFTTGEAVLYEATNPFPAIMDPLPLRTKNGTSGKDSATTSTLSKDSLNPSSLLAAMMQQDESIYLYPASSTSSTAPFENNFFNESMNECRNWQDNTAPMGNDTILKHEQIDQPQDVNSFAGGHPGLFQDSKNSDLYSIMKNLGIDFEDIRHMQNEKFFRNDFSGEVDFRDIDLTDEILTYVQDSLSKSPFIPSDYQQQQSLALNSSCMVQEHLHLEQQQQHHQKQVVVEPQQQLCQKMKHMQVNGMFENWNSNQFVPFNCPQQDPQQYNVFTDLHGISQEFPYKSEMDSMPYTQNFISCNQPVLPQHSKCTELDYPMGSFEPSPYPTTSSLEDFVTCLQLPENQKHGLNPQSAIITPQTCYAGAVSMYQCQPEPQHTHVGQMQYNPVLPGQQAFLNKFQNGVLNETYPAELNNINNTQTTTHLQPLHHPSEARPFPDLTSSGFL
procasp3 activ – activates human procaspase-3; 330,000 compounds, 0.11% hits; recombinant procaspase-3 D3A, Ac-DEVD-pNA absorbance 405 nm; P42574; activation, % at 8.5 µM; AID 463141;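 active = activation above the mean of all tested compounds plus 3 SD, cut at about 21% in these data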;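 also: 0% = DMSO alone and 100% = DMSO wells spiked with extra 5 µM PC-3 D3A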
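Assay system: Autoprocessing-dead procaspase-3 D3A mutant enzyme; also added: Ac-DEVD-pNA; doses: one concentration, 8.5 µM nominal, 0.8% DMSO; times: 1 h compound preincubation, 2 h substrate hydrolysis at 25 °C; technique: 405 nm absorbance of p-nitroaniline, reads at 0 and 120 min; measure: % activation between DMSO and enzyme-spiked controls; repeats: single replicate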
LAP4-GFP MLPCN – modulators of TOR pathway LAP4-GFP in S. cerevisiae | S. cerevisiae LAP4-GFP multiplex, flow cytometry GFP, 3 h; median GFP as percent of DMSO wells | GFP response vs DMSO, % at 10 µM | 320,000 compounds, 0.34% hits;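 active = GFP response vs DMSO above a set limit, about the screen mean plus 3 SD, cut at about 150% in these data; inconclusive = under 70 cell events counted for the yeast strain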
The depositor's hits bear a star; ? = inconclusive; / = not tested or not shown.

SMILES	RPL19A TOR yeast	proCasp7 act	MEP2 TOR yeast	CIT2 TOR yeast	AGP1-GFP MLPCN	AHR activator	procasp3 activ	LAP4-GFP MLPCN
O=C(c1ccc(OC2CCN(C(=O)c3cccnc3)CC2)cc1)N1CCCCCC1	95	2	102	99	106	-5	-1	100
C=CCn1c(C)cc(C(=O)Cn2nc(C(=O)O)c3ccccc3c2=O)c1C	94	0	98	87	93	4	0	94
CN(C)S(=O)(=O)c1cccc(C(=O)Nc2cc(Cl)cc(Cl)c2)c1	97	1	95	93	95	8	-6	96
NC(=S)N/N=C/c1coc2ccc(Br)cc2c1=O	89	-20	95	89	89	8	-15	126
CC(C)C(c1nnnn1C1CCCCC1)N1CCCc2ccccc21 (configuration not stated)	95	-2	94	80	94	4	13	86
O=c1c2cnn(-c3ccc(F)cc3)c2ncn1Cc1ccc(F)cc1	94	9	92	100	/	0	1	?
CCn1c(=O)c2sccc2n2c(CCCC(=O)NCCc3ccc(S(N)(=O)=O)cc3)nnc12	97	-4	99	97	101	-2	3	92
CCOc1nc(Nc2cc(Cl)ccc2OC)nc(OCC)n1	96	4	109	95	104	3	3	93
COc1cc(/C=C2\CC/C(=C\c3ccc(OCCO)c(OC)c3)C2=O)ccc1OCCO	107	1	106	101	99	5	-12	92
CN(Cc1ccccc1)C(=O)c1cc(-c2ccc(Br)cc2)on1	98	9	88	99	102	-2	-3	104
CC(C)C(NS(=O)(=O)c1cccc(C(F)(F)F)c1)C(=O)NCc1cccs1 (configuration not stated)	91	5	94	91	92	1	-6	88
COc1c(Br)cc([N+](=O)[O-])c(OC)c1C(=O)NC(=O)Nc1nc(C)cc(C)n1	103	11	101	101	108	1	8	111
COc1cccc(NC(=O)CSc2nnc(C3CCCCC3)n2N)c1	97	11	93	98	96	4	-1	96
CCOc1cc(CNc2ccc(N3CCCCC3)cc2)cc(Br)c1OCC(=O)NC(C)(C)C	103	-5	98	96	95	9	-8	89
CCc1c(C)nc2ncnn2c1N1CCC(C(=O)Nc2ccccc2)CC1	97	6	101	105	102	-5	-4	97
COc1cc(OC)cc(C(=O)N2CCN(C3CCN(Cc4ccccc4)CC3)CC2)c1	97	-4	106	100	99	0	-4	101
N#CC1=C(N)C(C#N)(C#N)C2(CCC3(CC2)OCCO3)C2CC3(CC=C12)OCCO3 (configuration not stated)	100	-3	103	104	105	-2	0	99
Cc1ccc(C(=O)c2cnc3ccccc3c2-c2ccccc2)cc1	101	2	98	99	104	11	1	108
O=C(NCc1ccccc1Cl)C(=O)NCC(c1ccco1)N1CCOCC1 (configuration not stated)	96	2	95	97	105	-1	1	106
COc1cc(C2(c3ccc(O)c(OC)c3)C(=O)N(C)c3ccc(C)cc32)ccc1O	97	-10	94	87	89	0	1	91
Nc1oc2ccccc2c(=O)c1-c1ccc2c(c1)OCO2	112	3	110	110	106	25	11	105
C=CCN(c1ccccc1)S(=O)(=O)c1ccc(Cl)c(C(=O)OCC(=O)N(C)C2CCS(=O)(=O)C2)c1 (configuration not stated)	99	8	89	103	106	-1	4	94
Cc1onc(-c2ccccc2)c1-c1ccnn1C(=O)NC(C)C	108	-1	120	109	108	1	5	117
CS(=O)(=O)N(CC(=O)N1CCCC1)c1ccc(OCc2ccccc2)cc1	98	-2	101	95	97	0	-1	100
COc1ccccc1/C=C/CN1CCNC(=O)C1CC(=O)NCCc1cnccn1 (configuration not stated)	89	-2	79	83	85	0	5	82
Cc1c(Cl)cccc1NC(=O)CNC(=O)c1ccc(F)cc1	101	-5	63	92	85	2	-13	73
Cc1ccc(OCC(O)CN2CCN(c3ccccc3)CC2)cc1 (configuration not stated)	97	10	102	/	98	2	3	89
CCOC(=O)CSc1ncnc2c1cnn2-c1ccc(C)cc1C	109	8	96	105	104	0	-1	105
COC(=O)c1cccc(N2C(=O)c3cccnc3C2=O)c1	90	4	97	96	93	3	1	93
CCN(CC)c1ccc(NC(=O)c2ccc(Br)o2)cc1	103	-18	100	105	106	0	3	105
Nc1cc(=O)[nH]c(SCC(=O)Nc2ccc(S(=O)(=O)N3CCOCC3)cc2)n1	103	6	105	109	104	-3	1	102
CCOC(=O)c1c(C)c(C(=O)NCc2cccnc2)c(C)n1CC	97	-3	102	102	95	13	3	99
CC1=CC(=O)C=C(C)C1=NOc1ccc([N+](=O)[O-])cc1	93	-8	96	95	93	0	2	106
COc1ccc(S(=O)(=O)Nc2ccc3cn[nH]c3c2)cc1[N+](=O)[O-]	101	10	101	89	100	18	0	107
O=C(CN1C(=O)NC2(CCOc3ccccc32)C1=O)Nc1ccc(Br)cc1F (configuration not stated)	100	4	102	99	106	6	-2	100
O=C(NC1CCCCC1)c1ccc2c(=O)n(CC3CCCO3)c(=O)[nH]c2c1 (configuration not stated)	104	-5	98	95	100	1	2	99
Fc1ccc(N/N=C(/c2ccccc2)c2ccccn2)cc1	108	-2	110	104	103	-9	-3	94
C=C(C)CSc1nc(C)c(Cc2ccccc2)c(=O)[nH]1	102	3	115	/	100	3	4	83
COC(=O)c1ccc(CN2C(=O)c3ccccc3C2=O)cc1	103	/	108	107	101	/	/	104
O=[N+]([O-])c1cc(S(=O)(=O)N2CCCCCC2)ccc1F	84	-10	76	79	82	-1	0	95
COc1ccc(N(CC(=O)NCCSC2CCCCC2)S(C)(=O)=O)c(OC)c1	93	-2	95	88	93	3	5	97
Cc1nc(C(=O)NNC(=O)c2ccc(Cl)cc2)cs1	97	-1	98	97	100	0	-4	96
COc1ccc(C2CC(c3cccs3)=NN2C(=O)CN2CCCCC2)cc1 (configuration not stated)	91	-6	100	94	99	2	5	101
COC(=O)[C@@]12CCCCN1[C@H](c1ccc(-c3cccc(Cl)c3)cc1)[C@@H]1C(=O)N(C)C(=O)[C@@H]12	98	-6	100	97	101	2	-3	92
Cc1ccc(S(=O)(=O)N2CCN(C)CC2)c(C)c1	99	16	98	99	108	-1	4	95
O=C(CSc1nc2c([nH]c3ccccc32)c(=O)n1-c1cccc(Cl)c1)N1CCOCC1	105	5	103	104	102	3	9	98
C=CCn1c(-c2sc(-c3ccccc3)nc2C)n[nH]c1=S	91	-16	88	88	95	19	-13	99
Cc1cc(NC(=S)N(CCN2CCCCC2)Cc2ccco2)ccc1Cl	99	-4	103	106	110	3	2	102
COCCNC(=O)C1CCC(=O)N(c2ccc(OC)cc2)C1c1ccc(OC)c(OC)c1 (configuration not stated)	103	5	97	92	102	6	-1	/
COc1cccc(CN(C)C(=O)CNC(=O)c2sc3ccccc3c2Cl)c1OC	94	2	97	72	92	-4	1	126
Cc1cc(C(=O)NN)c(Cl)cc1Cl	96	-13	103	90	99	4	7	97
Cc1cccc(-c2n[nH]c(=S)n2/N=C/c2cccs2)c1	97	-25	100	79	86	13	-6	116
CN(c1ccccc1)c1nc(N)c([N+](=O)[O-])c(NCCO)n1	99	6	96	103	106	2	2	106
CCOc1ccc2oc(C(=O)OCC(=O)N3CC(C)OC(C)C3)c(C)c2c1 (configuration not stated)	91	0	92	82	88	3	-3	91
COc1cc(OC)cc(C(=O)NCC(=O)OCc2cc(=O)oc3cc(OC)ccc23)c1	109	-5	110	110	105	3	1	99
Cc1ccccc1OCC(=O)OCC(=O)Nc1ncc(Cl)c(C)c1Cl	99	-1	98	99	101	1	-3	96
O=C(O)c1c(-c2ccccc2)oc2ccc(O)cc12	102	13	102	101	99	5	9	100
CCC(C)c1ccc(C(CC)NC(=O)C2CCCO2)cc1 (configuration not stated)	102	-5	109	96	96	1	-5	102
COc1ccc(NC(=O)c2ccc3c(c2)C(=O)N(CC2CCCO2)C3=O)c(OC)c1 (configuration not stated)	102	6	101	104	109	-1	-4	104
COC(=O)c1cc(C(C)=O)c(C)[nH]c1=O	97	3	97	96	103	-1	-5	108

Going on with the list:
SMILES	RPL19A TOR yeast	proCasp7 act	MEP2 TOR yeast	CIT2 TOR yeast	AGP1-GFP MLPCN	AHR activator	procasp3 activ	LAP4-GFP MLPCN
c1ccc(-c2cc3c(N4CCCC4)ncnc3s2)cc1	95	2	84	84	79	20	1	106
O=C(Nc1ccc(N2CCOCC2)cc1)c1ccc([N+](=O)[O-])cc1	94	-1	92	90	98	-5	12	106
CCCCN(Cc1cc2ccccc2[nH]c1=O)S(=O)(=O)c1ccc(C)cc1	96	17	106	94	100	-1	7	104
O=C(CN1CCOc2ccccc21)N1CCCC1	101	0	108	98	104	7	6	104
O=C(COC(=O)c1ccccn1)NC(=O)c1ccccc1	96	-4	102	106	105	0	-3	101
Cc1ccc(OCC(=O)NCCO)cc1C	95	13	103	98	99	3	-7	101
COC(=O)c1ccc(CN2CCCC(CNC(=O)Cc3ccc(OC)cc3)C2)cc1 (configuration not stated)	104	3	112	108	104	16	10	97
CCNS(=O)(=O)c1ccc(CCC(=O)N2CCC(C)CC2)cc1	97	/	102	99	92	/	/	87
O=S(=O)(/N=C(\Sc1ccccc1)c1ccccc1)c1ccc(Cl)cc1	97	-15	100	86	96	3	-3	111
CC(C)CC(=O)NC(c1cccs1)c1ccc2cccnc2c1O (configuration not stated)	90	-2	94	/	96	1	2	97
CC(NC(=O)CSc1nnc(-c2cc3cc(Cl)ccc3o2)n1C)c1ccccc1 (configuration not stated)	100	-4	100	104	105	-3	-4	97
CCOc1ccc(NC(=O)CN2CCC(n3cnc4cc(F)ccc43)CC2)cc1	94	0	95	94	101	15	3	103

Structures shown so far containing an aryl thioether with sulfur outside any ring (6):
SMILES	RPL19A TOR yeast	proCasp7 act	MEP2 TOR yeast	CIT2 TOR yeast	AGP1-GFP MLPCN	AHR activator	procasp3 activ	LAP4-GFP MLPCN
COc1cccc(NC(=O)CSc2nnc(C3CCCCC3)n2N)c1	97	11	93	98	96	4	-1	96
CCOC(=O)CSc1ncnc2c1cnn2-c1ccc(C)cc1C	109	8	96	105	104	0	-1	105
Nc1cc(=O)[nH]c(SCC(=O)Nc2ccc(S(=O)(=O)N3CCOCC3)cc2)n1	103	6	105	109	104	-3	1	102
C=C(C)CSc1nc(C)c(Cc2ccccc2)c(=O)[nH]1	102	3	115	/	100	3	4	83
O=C(CSc1nc2c([nH]c3ccccc32)c(=O)n1-c1cccc(Cl)c1)N1CCOCC1	105	5	103	104	102	3	9	98
CC(NC(=O)CSc1nnc(-c2cc3cc(Cl)ccc3o2)n1C)c1ccccc1 (configuration not stated)	100	-4	100	104	105	-3	-4	97

Next part
SMILES	RPL19A TOR yeast	proCasp7 act	MEP2 TOR yeast	CIT2 TOR yeast	AGP1-GFP MLPCN	AHR activator	procasp3 activ	LAP4-GFP MLPCN
COc1ccc(-c2cc(N)n(S(=O)(=O)c3c(F)c(F)c(F)c(F)c3F)n2)cc1OC	105	-3	100	101	87	11	-9	104
CN(CC(=O)Nc1ccc(Cl)cc1)C(=O)CNC(=O)c1ccc(Br)o1	91	2	97	95	97	0	16	100
Cc1occc1C(=O)NCc1ccccc1	99	5	97	96	94	0	-1	116
Cc1oc2nc(SCCCC(=O)NCCO)nc(N)c2c1C	99	3	102	103	103	0	12	100
COC(=O)C(NC(C)=O)(Nc1nc2ccc(C)cc2s1)C(F)(F)F (configuration not stated)	94	-4	89	99	96	20	8	92
CC(C)OC(=O)COc1ccc(-c2ccccc2)cc1	94	5	100	84	96	2	8	96
CCN(CC)Cc1cc(CC(C(N)=O)C(N)=O)ccc1OC	104	-7	104	103	106	-3	4	95
